Bioassay records deposited in PubChem BioAssay by several laboratories.
RGS4 act = potentiators or activators of RGS4 | HEK293 M3R/inducible RGS4, carbachol calcium flux Fluo4; stronger effect = lower value | AID 463111 | B-score at 10 µM | actives 0.92% (n = 310,000);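 active = B-score of the integrated calcium signal more than 4 SD below the library mean, with starting fluorescence not abnormally high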;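 also: negative B-score means reduced calcium response which marks RGS4 activation or potentiation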
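System – HEK293 FlpIn-TREx cells, stable M3R, doxycycline-inducible RGS4 · Reagent – ECmax carbachol challenge · Times – compound preincubation 20 min at room temperature before agonist · Technique – Fluo4 fluorescence kinetic imaging of calcium · Measure – B score of integrated Fluo4 ratio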
RGS4 inh = inhibitors of human RGS4. P49798. HEK293 M3R/RGS4 inducible, Fluo-4 calcium flux; stronger effect = higher value; triggered by carbachol at its EC20. B-score at 10 µM. actives 0.45% (n = 310,000). AID 463165;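 active = B-score, a plate-corrected calcium signal, over three deviations above library mean, with baseline fluorescence within five deviations of library mean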;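 also: RGS4 expression induced by doxycycline in cells with stable M3 receptor; B-score is computed from the integrated fluorescence ratio over baseline after carbachol; higher B-score means a larger calcium signal and so more RGS4 inhibition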
Target sequence (P49798 whole entry, looked up): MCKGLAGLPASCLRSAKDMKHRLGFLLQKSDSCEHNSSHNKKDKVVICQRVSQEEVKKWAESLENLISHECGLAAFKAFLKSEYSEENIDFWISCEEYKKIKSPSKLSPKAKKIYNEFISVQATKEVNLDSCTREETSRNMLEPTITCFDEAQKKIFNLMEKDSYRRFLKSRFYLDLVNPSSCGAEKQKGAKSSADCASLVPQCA
KCNQ1 act = potentiators or activators of human KCNQ1 potassium channel; CHO-K1 KCNQ1, thallium flux FluxOR fluorescence; stronger effect = higher value; B-score at 10 µM; actives 0.35% (n = 310,000); AID 2648;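 active = fluorescence ratio B-score, a plate-corrected score, at least three library SD, with initial intensity B-score within 5 SD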
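Material: CHO-K1 cells stably expressing KCNQ1. Medium: assay buffer for compound exposure, DMSO matched across wells. Reagent: K+/Tl+ depolarizing stimulus. Compound dosing: single-concentration screen. Times: 37 °C overnight plating, 90-min dark dye load, 20-min compound pretreatment. Technique: FluxOR Tl+ flux fluorescence.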
KCNK9 block = inhibitors of human KCNK9 two-pore domain potassium channel. actives 1.2% (n = 310,000). Q9NPC2. HEK293 KCNK9, FluxOR thallium flux fluorescence; stronger effect = lower value. B-score at 10 µM;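 active = ratio B-score over 3 SD below the library mean, with starting fluorescence within 5 SD of its mean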;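 also: negative B-score means less thallium flux so channel inhibition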
hERG rescue = hERG (human) protection from proarrhythmic block; CHO-hERG, FluxOR thallium flux, dofetilide IC70 present; activation (rescue from dofetilide block), less the hit threshold, % at 10 µM; actives 0.51% (n = 310,000);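 active = activation above the mean of controls blocked by dofetilide plus 5 SD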;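 also: thallium influx through hERG after potassium depolarization seen as dye fluorescence rise; in these data hits start at about 4.7%; inactives centre near -7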
KCNQ1 block = inhibitors of human KCNQ1 potassium channel; P51787; CHO-K1 KCNQ1, FluxOR thallium flux fluorescence; stronger effect = higher value; actives 1.3% (n = 310,000); B-score at 10 µM;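 active = compounds whose thallium flux B-score, printed positive for inhibition, exceeds three library SD while starting fluorescence stays within three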;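 also: channel opened by potassium depolarization with thallium stimulus after 20 min compound exposure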
ANO1 activ = mouse TMEM16A channel activation, primary screen; HEK293 TMEM16A/YFP-H148Q/I152L, iodide quench fluorescence; stronger effect = lower value; B-score at 10 µM; actives 0.3% (n = 340,000);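 active = fluorescence-ratio B-score plate-corrected deviation score at least 3 library SD below zero, with starting fluorescence score within 5 deviations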;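 also: channel opened by trigger with iodide after compound preincubation; score built on the fluorescence ratio of max minus min over baseline; more negative score means more quench and so TMEM16A activation or potentiation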
KCNK3 inh = human KCNK3 channel inhibition, primary screen. O14649. actives 0.84% (n = 340,000). B-score at 10 µM. CHO-KCNK3 thallium flux, FluxOR fluorescence; stronger effect = lower value;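 active = B-score under library mean minus 4 SD, starting fluorescence ratio at most library mean plus 5 SD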;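 also: more negative B-score means stronger inhibition of thallium flux through KCNK3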
Target sequence (O14649 whole entry, looked up): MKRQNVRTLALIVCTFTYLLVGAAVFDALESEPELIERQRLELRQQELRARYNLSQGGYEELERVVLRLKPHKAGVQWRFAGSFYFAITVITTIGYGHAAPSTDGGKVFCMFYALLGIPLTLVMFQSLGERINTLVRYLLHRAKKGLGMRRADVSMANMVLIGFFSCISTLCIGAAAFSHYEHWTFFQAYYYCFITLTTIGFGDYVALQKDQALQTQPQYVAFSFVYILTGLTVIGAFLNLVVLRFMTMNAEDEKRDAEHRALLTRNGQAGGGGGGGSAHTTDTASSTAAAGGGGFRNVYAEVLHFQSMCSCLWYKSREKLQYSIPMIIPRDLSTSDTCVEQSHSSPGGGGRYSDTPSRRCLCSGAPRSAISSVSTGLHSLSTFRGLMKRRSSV
HDAC3 inhib = inhibitors of human histone deacetylase 3; actives 0.15% (n = 320,000); recombinant HDAC3, fluorogenic peptide/trypsin coupled, fluorescence; O15379; inhibition, % at 8.3 µM; in the data active = inhibition above about 26%, passing the limit was not always enough; inconclusive = no clear call, values can overlap the other calls
Target sequence (O15379 whole entry, looked up): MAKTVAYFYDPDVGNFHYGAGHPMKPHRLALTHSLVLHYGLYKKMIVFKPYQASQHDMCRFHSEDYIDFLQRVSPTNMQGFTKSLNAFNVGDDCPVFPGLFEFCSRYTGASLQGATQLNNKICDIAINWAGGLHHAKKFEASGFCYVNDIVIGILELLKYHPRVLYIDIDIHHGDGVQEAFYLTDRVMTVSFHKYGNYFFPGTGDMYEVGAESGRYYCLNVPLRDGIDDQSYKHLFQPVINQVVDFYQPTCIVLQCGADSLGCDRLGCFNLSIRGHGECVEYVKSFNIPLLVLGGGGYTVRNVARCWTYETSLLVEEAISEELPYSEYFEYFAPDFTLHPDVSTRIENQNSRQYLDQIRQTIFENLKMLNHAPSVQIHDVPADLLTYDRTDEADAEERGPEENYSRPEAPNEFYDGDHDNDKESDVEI
SKKanGAS inh = inhibitors of SKKanGAS S. pyogenes growth in kanamycin (SK-promoter or general growth effect); BacTiter-Glo, 6 h; inhibition, % at 7.5 µM; actives 1.3% (n = 300,000);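 active = mean replicate score, as percent of positive control median, at least 50; inconclusive = mean below 50 but one replicate at or above 50; inactive = mean and every replicate below 50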;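 also: strain carries kanamycin resistance gene driven by streptokinase promoter and grows in 40 µg/ml kanamycin; loss of luminescence reflects streptokinase promoter inhibition or plain growth inhibition; 0% = median of DMSO wells and 100% = positive control at its reference dose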
ANO1 block = inhibitors of mouse TMEM16A calcium-activated chloride channel; AID 588511; normalized B-score (activity score, 25-100; higher = stronger inhibition) at 10 µM; HEK293 TMEM16A/YFP iodide influx fluorescence, ionomycin; actives 1.2% (n = 310,000);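 active = ratio plate-corrected score three or more library SD toward inhibition, starting fluorescence score within five deviations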;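 also: score derived from kinetic fluorescence span divided by baseline fluorescence per well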
An asterisk follows results filed as active; i = inactive; ? = inconclusive; . = not tested or not shown.

Compound,RGS4 act,RGS4 inh,KCNQ1 act,KCNK9 block,hERG rescue,KCNQ1 block,ANO1 activ,KCNK3 inh,HDAC3 inhib,SKKanGAS inh,ANO1 block
COc1ccc(C(=O)Cn2cnc3ccc(Cl)cc3c2=O)cc1F,i,i,i,i,-14,i,i,i,2,0,i
CC1(OC(=O)c2ccc(Cl)nc2)C(=O)C=C2C=C(c3ccsc3)OC=C2C1=O (configuration not stated),i,i,i,i,0,i,.,.,-2,5,i
CC(C(=O)Nc1ccccc1)N1C(=O)c2ccccc2C1=O (configuration not stated),i,i,i,i,-9,i,i,i,?,.,i
COc1ccc(C2CC(=O)c3cnc(N4CCN(Cc5ccccc5)CC4)nc3C2)cc1 (configuration not stated),i,i,i,i,-6,6*,i,i,8,56*,25*
Cc1ccc(-c2nnc(N3CCCCC3)c3ccccc23)cc1S(=O)(=O)N1CCN(C)CC1,i,i,i,i,-12,i,i,i,1,0,i
O=C(Cn1c(NCCCO)nc2ccccc21)c1ccc(Br)cc1,i,i,i,i,-17,i,i,i,-3,3,i
Cc1ccc(C(=O)N2CCN(c3ccc([N+](=O)[O-])c(NCc4ccco4)c3)CC2)cc1,i,i,i,i,-10,i,i,i,2,36,i
O=C(NCCc1ccccc1Cl)C1CCC(=O)N(Cc2ccc(Cl)cc2)C1 (configuration not stated),i,i,i,i,-12,i,i,i,-5,?,i
O=C(CCc1ccccc1)c1c(O)cc(O)cc1O,i,i,i,i,-38,10*,i,i,14,5,100*
OC1OC[C@@H](O)[C@H](O)[C@H]1O (some centres not stated),i,i,i,i,-4,i,.,.,-6,-1,i
Cc1cc(C)n(-c2ccc(Oc3ccccc3)c(S(=O)(=O)O)c2)n1,i,i,i,i,-6,i,i,i,-4,2,i
CCOc1ccccc1NC(=O)NNS(=O)(=O)c1cc(C)ccc1C,i,i,i,i,-3,i,i,i,4,-5,i
C=CCn1c2ccccc2n2nc(C)c(=O)nc12,i,i,i,i,-3,i,i,i,-15,6,i
Cc1ccc(S(=O)(=O)N2CCC(C(=O)OCC(=O)N3CC(C)CC(C)C3)CC2)cc1C (configuration not stated),i,i,i,i,-10,i,i,i,3,0,i
Cc1c(Cl)c(C(=O)Nc2nc3ccccc3n2CCN2CCCCC2)nn1C,i,i,i,i,-2,i,.,.,3,-2,i
COc1cccc2cc(C(=O)n3ccc(C)n3)c(=O)oc12,i,i,i,i,-3,i,i,i,3,3,i
COc1cccc(NC(=O)CSc2nnc(Cc3cccn3C)n2-c2ccc(F)cc2)c1,i,i,i,i,-9,i,i,i,0,0,i
COc1cc(OC)cc(C(=O)N[C@H](C(=O)Nc2ccc(NC(C)=O)cc2)C(C)C)c1,i,i,i,i,-10,i,i,i,-5,2,i
COc1ccc(-n2c(SCC(=O)Nc3ccc(Br)cc3)nc(O)cc2=O)cc1,i,i,i,i,0,i,i,i,-7,40,i
CC(C)CC(=O)NN1CCCCC1,i,i,i,i,-7,i,i,i,5,-12,i
N#CC1=C(c2ccccc2)/C(=C/c2ccccc2)OC1=O,i,i,i,i,-11,i,i,i,2,57*,i
O=C(O)C1CCCN1S(=O)(=O)c1ccc(Cl)c(Cl)c1 (configuration not stated),i,i,i,i,-4,i,i,i,1,-2,i
Cc1cccc(C)c1NS(=O)(=O)c1ccc2c(c1)NC(=O)CO2,i,i,i,i,-6,i,i,i,9,-4,i
CCNC(=O)c1ccccc1SCc1ccccc1,i,i,i,i,-4,i,i,i,1,11,i
CC(=O)N1CCC(C(=O)Nc2ccc(S(=O)(=O)N3CCC(C)CC3)cc2)CC1,i,i,i,i,-8,i,i,i,-10,16,i
Cc1ccc(C)c(Cn2nnc3c(=O)[nH]c(C4CCCN(C(=O)C5CCC5)C4)nc32)c1 (configuration not stated),i,i,i,i,-12,i,i,i,-2,2,i
O=C(COc1ccc2c3c(c(=O)oc2c1)CCCC3)N1C[C@H]2C[C@@H](C1)c1cccc(=O)n1C2,i,i,i,i,-4,i,i,i,-6,3,i
COc1ccc(/C=N\NC(=O)c2ccc(-c3ccccc3)cc2)cc1COC(C)=O,i,i,i,i,-11,i,i,i,.,-2,i
Cc1ccc(-n2c(=O)[nH]c3ncccc3c2=O)cc1,i,i,i,i,-5,i,i,i,-2,-4,i
CC(/C=C/c1ccccc1)=N\NC(=O)CSc1ccccn1,i,i,i,i,-6,i,i,i,-2,-6,i
Cc1ccc(NC(=O)CN2CCC(Cc3ccccc3)CC2)cc1S(=O)(=O)N(C)C,i,i,i,i,-12,i,i,i,0,-9,i
OCc1nc2ccccc2n1CCCOc1ccc(Br)cc1,i,i,i,i,-18,i,i,i,4,-4,i
Cc1ccc(Cc2c(C)nc3nc(SCC(=O)NCc4ccco4)nn3c2C)cc1,i,i,i,i,-21,i,i,i,1,-4,i
CC(=O)Oc1ccc(C(=O)Nc2cc(C)ccc2NC(=O)COc2ccccc2)cc1,i,i,i,i,-4,i,i,i,-3,5,i
COC(=O)Cc1c(O)ccn(CCc2c[nH]c3ccc(OC)cc23)c1=O,i,i,i,i,-14,i,i,i,-1,1,i
CN(CCC#N)C(=O)CSc1ncnc2sc(-c3ccccc3)cc12,i,i,i,i,-4,i,i,i,4,16,i
CC(=O)Nc1ccc(NC(=S)NC(=O)/C=C/c2ccc(Cl)cc2)cc1,i,i,i,i,-8,i,i,i,3,9,i
COc1ccc(Nc2nc(C)nc3c2nnn3Cc2ccccc2)cc1OC,i,i,i,i,-10,i,i,i,-21,5,i
CCOc1ccc(Br)cc1S(=O)(=O)Nc1ccc(NC(=O)c2ccccc2C)cc1,i,i,i,-7.4*,-11,i,i,i,0,18,i
O=C(Nc1ccnn1C1CCN(Cc2ccccc2OCCO)CC1)c1cccc(F)c1,i,i,i,i,-13,i,i,i,1,-1,i
CC(C)(C)c1ccc(SCCc2ccncc2)cc1,i,i,i,i,-10,i,i,i,9,21,i
CCOC(=O)Cc1csc(SCC(=O)Nc2nccs2)n1,i,i,i,i,-14,i,i,i,1,-4,i
Cc1nc(SCC(=O)NCCc2ccccc2)c2oc3ccccc3c2n1,i,i,i,i,-13,i,i,i,7,0,i
Cc1ccc(-n2nc(C)c(Sc3ccccc3[N+](=O)[O-])c2N)cc1,i,i,i,i,-11,i,i,i,13,-1,i
COc1ccccc1CCNC(=O)C(=O)NCC1OCCN1C(=O)c1ccc(Cl)cc1 (configuration not stated),i,i,i,i,-12,i,i,i,-1,1,i
CCOc1ccc(C(=O)NCC(=O)NNC(=O)CN(C)S(=O)(=O)c2ccc(Cl)cc2)cc1,i,i,i,i,-11,i,i,i,1,16,i
Cc1ccc(O)c(NC2=C(Cl)C(=O)N(Cc3ccccc3)C2=O)c1,i,i,i,i,-11,i,i,i,.,-2,.
Cc1ccc(OCc2nc(-c3ccc(-n4cccc4)cc3)no2)cc1C,i,i,i,i,-2,i,i,i,1,-4,i
O=[N+]([O-])c1ccc(NCCNS(=O)(=O)c2ccccc2)c(C(F)(F)F)c1,i,i,i,i,-6,i,i,i,2,13,i
O=C(N/N=C/c1cccnc1)c1ccc(NC(=O)c2ccc(Cl)cc2)cc1,i,i,i,i,-3,i,i,i,-3,4,i
Cc1cc(NC(=O)CCNS(=O)(=O)c2cc(Br)cnc2N)ccc1Br,i,i,i,i,-8,i,i,i,1,-2,i
CCCn1c(=O)c2ccccc2n2c(SCCOc3ccc(Cl)cc3)nnc12,i,i,i,i,-3,i,i,i,-2,-5,i
CC(C)Cc1nc(Cl)c(C#N)c2c1CCC2,i,i,i,i,-10,i,i,i,-3,-2,i
O=C(CN(C(=O)c1csnn1)c1cccc(F)c1)NCc1ccc(F)cc1,i,i,i,i,-16,i,i,i,0,14,i
COc1ccc(N(CCN2C(=O)c3ccccc3C2=O)C(=O)c2cccc([N+](=O)[O-])c2)cc1,i,i,i,i,-2,i,i,i,0,1,i
CCOC(=O)c1ccc(N2CCN(c3ccc(F)cc3)CC2)c(NC(=O)Nc2cccc(OC)c2)c1,i,i,i,i,-30,i,i,i,-1,14,i
CC1CCCN(C(=O)C2COc3ccccc3O2)C1 (configuration not stated),i,i,i,i,-7,i,i,i,-1,-2,i
CO/N=C(\C)c1ncc(C(F)(F)F)cc1N1CCOCC1,i,i,i,i,-2,i,i,i,2,1,i
COc1ccc(-c2cc(C(=O)NCc3cccnc3)no2)cc1,i,i,i,i,-6,i,i,i,0,-7,i
COc1ccc(S(=O)(=O)NCCCN2CCCC2=O)cc1OC,i,i,i,i,-9,i,i,i,2,-1,i

New compounds follow:
Compound,RGS4 act,RGS4 inh,KCNQ1 act,KCNK9 block,hERG rescue,KCNQ1 block,ANO1 activ,KCNK3 inh,HDAC3 inhib,SKKanGAS inh,ANO1 block
CCNC(=S)N/N=C/c1cn(Cc2ccccc2F)c2ccccc12,i,i,i,i,-5,i,i,i,?,-6,i
O=C(CC1CC2CCC1C2)NC1CCCCCCC1 (configuration not stated),i,i,i,i,-7,i,i,i,3,4,i
CCOc1cc(C2C(C#N)=C(N)SC(N)=C2C#N)ccc1OCCN1CCOCC1,i,i,i,i,-3,i,i,i,5,13,i
Cc1nc(C)c(-c2csc(Nc3ccc(C(=O)O)c(O)c3)n2)s1,i,i,i,i,-4,i,i,i,1,29,i
COc1cc(CNCc2cccnc2)ccc1OCC(=O)NC(C)(C)C,i,i,i,i,-10,i,i,i,-5,-12,i
Cc1cc(NC(=O)c2ccccc2Cl)ccc1NC(=O)c1ccccc1Cl,i,i,i,i,-10,i,i,i,3,0,i
COc1ccccc1NS(=O)(=O)c1ccc(NN=C2CCCCC2)c([N+](=O)[O-])c1,i,i,i,i,-12,i,i,i,5,2,i

Compounds as they come; any-hit rate near 6.3%.
